mec2-1 = NCI yeast anticancer drug screen, S. cerevisiae mec2-1 strain. growth inhibition, % at 50 µM. 9% of 79,000 active. AID 157;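 also: 0% = growth of vehicle-only cultures of the same strain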
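Cells of the genetically defined mec2-1 yeast strain are incubated with test compound. Inhibition of growth is calculated against vehicle-treated controls.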
cln2 rad14 = NCI yeast anticancer drug screen, S. cerevisiae cln2 rad14 strain. growth inhibition, % at 50 µM. 8.3% of 78,000 active. AID 165;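 also: 0% = growth of vehicle-only cultures of the same strain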
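Yeast strain cln2 rad14, bearing defects in cell cycle control and DNA repair, serves as the test system; values reflect growth inhibition compared with vehicle.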
rad50 = NCI yeast anticancer drug screen, S. cerevisiae rad50 strain. growth inhibition, % at 50 µM. 10% of 79,000 active;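 also: 0% = growth of vehicle-only cultures of the same strain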
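A DNA repair-deficient yeast mutant serves as the test organism; compound-induced growth inhibition is calculated against vehicle-treated cells.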
sgs1 mgt1 = NCI yeast anticancer drug screen, S. cerevisiae sgs1 mgt1 strain; % growth inhibition at 50 µM; 10% of 78,000 active;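 also: 0% = growth of vehicle-only cultures of the same strain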
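Growth of a repair-deficient yeast mutant was monitored after compound treatment and expressed as inhibition relative to vehicle-treated cultures.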
yeast mlh1 rad18 = NCI yeast anticancer drug screen, S. cerevisiae mlh1 rad18 strain | growth inhibition, % at 50 µM | 11% of 79,000 active | AID 175;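 also: 0% = growth of vehicle-only cultures of the same strain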
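Vehicle-treated cultures served as the reference for growth inhibition in a yeast strain carrying DNA damage repair alterations exposed to each compound.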
yeast bub3 = NCI yeast anticancer drug screen, S. cerevisiae bub3 mutant strain | growth inhibition, % at 50 µM | 9.9% of 78,000 active | AID 167;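 also: 0% = growth of vehicle-only cultures of the same strain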
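Compounds were applied to a genetically altered yeast strain carrying a cell-cycle control defect. Growth inhibition was scored against vehicle-treated controls.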
Starred values were filed as active, the others as inactive; & = joins results of further samples. Rule as the data show it: active = growth inhibition above about 70%; inactive = the rest.

#	compound	mec2-1	cln2 rad14	rad50	sgs1 mgt1	yeast mlh1 rad18	yeast bub3
1	N/C(=N\OC1(c2ccccc2)OC(=O)C(=O)/C1=C(/O)c1ccccc1)c1ccccc1 (centres undefined)	98*	78*	98*	97*	98*	98*
2	CCOC(=O)/C(O)=C1\C(=O)N(C)C(=O)C1c1cccc(OC)c1 (centres undefined)	-7	10	-37	-2	9	-5
3	COc1cc(/C=C2\CCC(CN(C)C)C2=O)ccc1OC(=O)c1ccccc1 (centres undefined)	91*	89*	87*	86*	90*	85*
4	COC1CC(NC(C)=O)C2OC(c3ccccc3)OCC2O1 (centres undefined)	11	6	4	-10	4	-3
5	O=C1c2ccccc2C(=O)c2ncccc21	94*	86*	96*	93*	98*	91*
6	Cc1cc(Cl)cc(CN(C)CN2C(=O)CCC2=O)c1O	-2	-37	2	11	-17	5
7	O=C1c2ccccc2C2=Cc3ccccc3C(O)N12 (centres undefined)	4	-34	8	-1	-13	16
8	CS(=O)(=O)OCC1COc2ccccc2O1 (centres undefined)	1	-8	-16	-28	-22	-8
9	C/C(=N\NS(C)(=O)=O)C(C)(C)C	11&0	6&-5	16&-5	21&2	18&-13	-21&-35
10	CC(C(=O)O)N1C(=O)CNC1=O (centres undefined)	-4	-38	-2	1	-13	1
11	CCC(C)Sc1nc2c([nH]1)c(=S)n(C)c(=O)n2C (centres undefined)	96*	24	88*	97*	95*	96*
12	CCC(N)C(C)O (centres undefined)	1	-17	2	-8	-2	-1
13	CCCCCCCCCCCC(=O)OCC1CO1 (centres undefined)	-5	34	-12	25	-11	-6
14	O=C(NC(=S)Nc1ncc([N+](=O)[O-])s1)c1ccccc1C(=O)NC(=S)Nc1ncc([N+](=O)[O-])s1	30	19	69	81*	80*	76*
15	CC1(OC(=O)c2ccc(Cl)cc2)CC(C)(C)[N+]([O-])=N1 (centres undefined)	3	1	15	-3	-17	-20
16	O=C(Cc1ccc(Cl)cc1)N/N=C/c1ccc([N+](=O)[O-])s1	-11	-13	27	10	7	0
17	COC(=O)C1(CC(=O)C=C(C)C)NC(=S)NC(=O)C1C#N (centres undefined)	-13	-6	-12	-36	-15	-34
18	O=[N+]([O-])c1ccc2[nH]nc(OCc3ccccn3)c2c1	33	28	35	-24	21	7
19	COc1ccc(C(=O)c2ccc(Br)s2)cc1	-7	-14	6	13	33	14
20	O=[N+]([O-])c1ccc(-c2nc3ccncc3[nH]2)cc1	-7	-22	-23	-15	-13	-7

3 compounds out of the list, sorted by SMILES length, high to low.
#	compound	mec2-1	cln2 rad14	rad50	sgs1 mgt1	yeast mlh1 rad18	yeast bub3
15	CC1(OC(=O)c2ccc(Cl)cc2)CC(C)(C)[N+]([O-])=N1 (centres undefined)	3	1	15	-3	-17	-20
11	CCC(C)Sc1nc2c([nH]1)c(=S)n(C)c(=O)n2C (centres undefined)	96*	24	88*	97*	95*	96*
13	CCCCCCCCCCCC(=O)OCC1CO1 (centres undefined)	-5	34	-12	25	-11	-6

Rewritten with one line to a screen: part of the list above
15: CC1(OC(=O)c2ccc(Cl)cc2)CC(C)(C)[N+]([O-])=N1 (centres undefined)
16: O=C(Cc1ccc(Cl)cc1)N/N=C/c1ccc([N+](=O)[O-])s1
17: COC(=O)C1(CC(=O)C=C(C)C)NC(=S)NC(=O)C1C#N (centres undefined)
18: O=[N+]([O-])c1ccc2[nH]nc(OCc3ccccn3)c2c1

assay / compound	15	16	17	18
mec2-1	3	-11	-13	33
cln2 rad14	1	-13	-6	28
rad50	15	27	-12	35
sgs1 mgt1	-3	10	-36	-24
yeast mlh1 rad18	-17	7	-15	21
yeast bub3	-20	0	-34	7

Next part.
#	compound	mec2-1	cln2 rad14	rad50	sgs1 mgt1	yeast mlh1 rad18	yeast bub3
21	CC1CCOC(/C=C/c2ccccc2)O1 (centres undefined)	-7	30	-8	6	-2	41
22	COc1cc(/C=C2\C(=O)N(C(=O)c3ccc(NC(C)=O)cc3)N=C2C)ccc1O	-41	-40	-45	-69	-64	-51
23	c1ccc(CN2COc3c(ccc4c3OCN(Cc3ccccc3)C4)C2)cc1	21	-23	7	23	8	10
24	C1=C(Oc2ccccc2)C2CC1C1CCCC21 (centres undefined)	-21	2	-8	-3	2	-6
25	COC(=O)C1(Cc2ccccc2)Cc2cc3c(cc2C1)CCC3	-14	-13	-12	4	-19	-1
26	O=C1/C(=C/c2ccco2)SC(=S)N1C1c2ccccc2Oc2ccccc21	7	46	25	67	25	0
27	CCCC(O)C1CC(C(C)C)CCC1C (centres undefined)	75*	92*	31	25	56	92*
28	CC(=O)OCC(C)(C)C(OC(C)=O)C(C)C (centres undefined)	1	-47	16	14	11	0
29	N#CCC1C2CC3C(C2=O)C13 (centres undefined)	6	22	-1	-2	-40	5
30	COc1cccc2c1C(=O)c1c(O)c3c(c(O)c1C2=O)CC(O)(C(O)CO)CC3OC1CC(N2CCSCC2)C(O)C(C)O1 (centres undefined)	88*	84*	88*	88*	90*	86*
31	CC(C)(OC(=O)NC(CC(N)=O)C(=O)O)c1ccc(N=Nc2ccccc2)cc1 (centres undefined)	5	15	2	5	-10	-2
32	O=C(CS)Nc1ccccc1	57	48	65	61	84*	56
33	CCOC(=O)/C(F)=C/c1cccc(C#N)c1	-3	25	42	8	24	31
34	N#Cc1nc(CC(=O)c2ccccc2)c(CC(=O)c2ccccc2)nc1C#N	-4	4	-3	-4	8	-11
35	CCc1ccc(C(O)C(=O)O)cc1 (centres undefined)	8	4	5	-2	-4	-3
36	Cc1ccc(S(=O)(=O)Oc2ccccc2OS(=O)(=O)c2ccc(C)cc2)cc1	2	-4	3	-14	1	-5
37	COc1cccc(C2N=NC3=C(CCCC3)N2O)c1O (centres undefined)	11	21	14	10	20	25
38	COC1OC(COC(c2ccccc2)(c2ccccc2)c2ccccc2)C(O)C(O)C1O (centres undefined)	47	85*	41	43	41	38
39	COc1ccc(/C(Cl)=C(\CNc2ccccn2)c2ccccc2)cc1OC	-22	-23	-14	-40	-34	2
40	O=C1CN(c2cccc(C(F)(F)F)c2)C(=O)CN1NCNN1CC(=O)N(c2cccc(C(F)(F)F)c2)CC1=O	-3	12	-2	9	5	2

Four entries from above in another layout.
7) O=C1c2ccccc2C2=Cc3ccccc3C(O)N12 (centres undefined)
- mec2-1: 4
- cln2 rad14: -34
- rad50: 8
- sgs1 mgt1: -1
- yeast mlh1 rad18: -13
- yeast bub3: 16

8) CS(=O)(=O)OCC1COc2ccccc2O1 (centres undefined)
- mec2-1: 1
- cln2 rad14: -8
- rad50: -16
- sgs1 mgt1: -28
- yeast mlh1 rad18: -22
- yeast bub3: -8

9) C/C(=N\NS(C)(=O)=O)C(C)(C)C
- mec2-1: 11&0
- cln2 rad14: 6&-5
- rad50: 16&-5
- sgs1 mgt1: 21&2
- yeast mlh1 rad18: 18&-13
- yeast bub3: -21&-35

10) CC(C(=O)O)N1C(=O)CNC1=O (centres undefined)
- mec2-1: -4
- cln2 rad14: -38
- rad50: -2
- sgs1 mgt1: 1
- yeast mlh1 rad18: -13
- yeast bub3: 1

Record cards (already shown). Order of screens: mec2-1	cln2 rad14	rad50	sgs1 mgt1	yeast mlh1 rad18	yeast bub3
COc1ccc(/C(Cl)=C(\CNc2ccccn2)c2ccccc2)cc1OC reads -22	-23	-14	-40	-34	2
COc1cccc(C2N=NC3=C(CCCC3)N2O)c1O (centres undefined) reads 11	21	14	10	20	25

New compounds follow:
#	compound	mec2-1	cln2 rad14	rad50	sgs1 mgt1	yeast mlh1 rad18	yeast bub3
41	O=C(c1nc2ccc(Cl)cc2[nH]c1=O)C(O)c1ccc2c(c1)OCO2 (centres undefined)	-10	21	-11	-4	5	-13
42	CC(=O)O[C@@]12[C@@H]3O[C@@]4(O)C[C@]5(C)[C@H]6C[C@@](C(C)C)(O[C@H]5c5ccoc5)O[C@H]1[C@]6(C4)O[C@]2(O)C(C)=CC3(C)C	45	32	50	49	-1	42
43	CCOC(=O)c1nc(N)sc1C(=O)OCC	3	-22	2	-10	-3	1
44	Clc1ccc(-c2nnc(-c3ccc4ccccc4c3)o2)cc1	-61	3	-43	-22	-25	-48
45	CCOC(=O)Oc1ccc(C(=O)Oc2ccccc2)cc1OC	4	-49	18	13	10	42
46	CC(C)N=C(N)C(N)=NC(C)C	7&-18	-46&-67	-65&20	-13&-2	-17&-15	-11&2
47	O=S(=O)(O)C1CC2C(c3ccccc31)N1ON2O1 (centres undefined)	-2	4	55	10	-1	-15
48	O=c1c2c(sc3ccccc13)CCC2	19	47	2	-2	-1	-12
49	CCCC(=O)N1CCOCC1	23	-42	24	26	23	2
50	CC(=O)Nc1n[n+]([O-])c2cc(C)ccc2[n+]1[O-]	100*	99*	99*	99*	99*	99*
51	CC(=O)OC1CCC2C(C)(CCC3C2(C)CCC2(C)C4CC(C)(C)CCC4(C)CCC32C)C1C (centres undefined)	-6	-38	-15	-12	-12	0
52	C=CCNC(=O)c1ccc[n+](CC(=O)Nc2ccccc2)c1	-10	10	1	-1	-8	2
53	Clc1ccc2oc(N3CCOCC3)nc2c1	24	-13	21	22	4	16
54	CCCCNC(C)=O	-9	-22	4	-18	-2	-1
55	C=CS(=O)CCCCCCCC (centres undefined)	13	-32	15	9	-20	-32
56	O=C1NC(=S)S/C1=C/c1cn(-c2ccccc2)nn1	3	-18	17	-5	11	2
57	CC1(c2ccc(Cl)cc2)NC(=O)NC1=O (centres undefined)	3	-30	-27	-8	-20	10
58	CC1CC(C)OS(=O)O1 (centres undefined)	-14	-22	-14	-10	-16	5
59	Cc1ccc(Cl)cc1NC(=O)Nc1cccc2c(O)cccc12	31	-3	3	38	10	39
60	CCN(CC)C(=S)Oc1cc(C)nc(SCC(=O)c2ccc(Cl)cc2)n1	-19	29	23	41	28	31
61	Cc1csc(C)n1	-6	2	4	-18	6	2
62	Cc1ccc(S(=O)(=O)N2CCC=Cc3ccccc32)cc1	20	31	48	22	45	47
63	C=C(C)CCCCCCCCC	-6	1	-5	18	-3	3
64	CN(C)CCCNc1ccnc2cc([N+](=O)[O-])ccc12	3	-4	10	4	-17	-1
65	CCCCCCN(CCCCCC)C1=CC(=O)C(=O)c2ccccc21	32	60	53	48	54	35
66	CCCCCCCCCCCCC/C=C/C(O)C(CO)NC(=O)CCCCC (centres undefined)	-41	-72	-51	-74	-50	-64
67	CCOC(=O)c1cnc(SC)nc1Nc1cccc(C)c1	-10	-18	-13	-12	-36	9
68	CC(=S)N/C=C(\C#N)c1nc2ccccc2s1	11	16	29	25	28	16
